Screens: PubChem BioAssay, National Center for Advancing Translational Sciences (NCATS)
GLP1R inv ag: inverse agonists of human GLP-1 receptor. P43220. HEK293 GLP-1R CRE-luciferase, luminescence, 24 h; GLP-1R form is constitutively active. Potency, µM (doses to about 38.3 µM), for the others: at the highest dose activity change, negative = inhibition, usual class: inhibitors. 1.6% of 410,000 active. AID 624417; also: potency is read from the fitted curve at half-maximal effect; % is scaled to controls: 0 for no effect and ±100 for the full control effect; nearly all actives have a fitted effect of over 55% in size
Target sequence (P43220 whole entry, looked up): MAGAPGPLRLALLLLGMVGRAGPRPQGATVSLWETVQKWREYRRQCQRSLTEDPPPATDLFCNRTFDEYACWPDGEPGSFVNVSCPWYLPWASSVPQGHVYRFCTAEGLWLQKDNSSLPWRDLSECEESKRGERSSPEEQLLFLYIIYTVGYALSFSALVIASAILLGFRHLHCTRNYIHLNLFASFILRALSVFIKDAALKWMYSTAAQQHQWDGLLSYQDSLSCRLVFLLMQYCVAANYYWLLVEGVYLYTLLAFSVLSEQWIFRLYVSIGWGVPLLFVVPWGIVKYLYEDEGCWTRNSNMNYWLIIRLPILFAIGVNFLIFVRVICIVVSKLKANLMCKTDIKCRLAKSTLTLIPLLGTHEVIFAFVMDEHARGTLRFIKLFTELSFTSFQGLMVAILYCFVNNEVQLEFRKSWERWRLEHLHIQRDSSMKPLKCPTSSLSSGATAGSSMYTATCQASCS
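HEK293 cells stably co-expressing a cAMP-responsive luciferase reporter and constitutively active GLP-1R were seeded, incubated 12 h, then exposed to compounds for 24 h at 37 C. Luminescence was read 12 min after detection reagent; inverse agonists lower signal.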
PTHR1 ag: activates the human parathyroid hormone receptor PTHR1 | Q03431 | HEK293 GP2 PTHR1 cells, GloSensor cAMP luminescence, 1 h | Potency, µM (series often up to 115 µM), without a hit: top-dose activation, usual class: activators | 0.075% of 410,000 active; also: potency is read from the fitted curve at half-maximal effect; nearly all actives have a fitted effect of over 55% in size; some results filed as inactive show a strong effect at the top dose; inactives centre near -15; many of its hits are not listed in these tables
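HEK-293-derived GP2 cells expressing PTHR1 and a GloSensor cAMP reporter, 3,000/well, plated overnight, given luciferin plus IBMX (each 0.5 mM as added) for 1 h at 37 °C, then compound for 1 h at 37 °C. Luminescence was read after 15 min at room temperature.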
GLP1R ag: agonists of human GLP-1 receptor; P43220; Potency, µM (doses to about 45.6 µM), without a hit: at the top dose activation, actives largely listed as activators; HEK293 GLP-1R CRE-luciferase, luminescence, 4-6 h; cells express a hypersensitive GLP-1R form; 0.007% of 380,000 active; also: potency is read from the fitted curve at half-maximal effect; % of control where 0% means no effect
PLK1 PBD block: blocks phosphopeptide binding to human PLK1 polo-box domain | P53350 | Plk1 PBD binding of FITC phosphopeptide, fluorescence polarization | Potency, µM, without a hit: max response, negative = inhibition, usual class: inhibitors | 2.8% of 360,000 active | AID 720504; also: potency is read from the fitted curve at half-maximal effect; series mostly up to about 57 µM; % is scaled to controls: 0 for no effect and ±100 for the full control effect; nearly all actives have a fitted effect of over 65% in size
PI5P4K alpha inh: PI5P4K alpha (human) kinase inhibition; P48426; PI5P4Kalpha enzyme, ADP-Glo luminescence, 60 min; stronger effect = lower value; max response, %; 1.2% of 330,000 active; AID 652105; active = max response of -50% or lower; inconclusive = between -30% and -50%; inactive = -30% or higher; also: value at the top dose of about 77 µM; % is scaled to controls: 0 for no effect and ±100 for the full control effect
Target sequence (P48426 whole entry, looked up): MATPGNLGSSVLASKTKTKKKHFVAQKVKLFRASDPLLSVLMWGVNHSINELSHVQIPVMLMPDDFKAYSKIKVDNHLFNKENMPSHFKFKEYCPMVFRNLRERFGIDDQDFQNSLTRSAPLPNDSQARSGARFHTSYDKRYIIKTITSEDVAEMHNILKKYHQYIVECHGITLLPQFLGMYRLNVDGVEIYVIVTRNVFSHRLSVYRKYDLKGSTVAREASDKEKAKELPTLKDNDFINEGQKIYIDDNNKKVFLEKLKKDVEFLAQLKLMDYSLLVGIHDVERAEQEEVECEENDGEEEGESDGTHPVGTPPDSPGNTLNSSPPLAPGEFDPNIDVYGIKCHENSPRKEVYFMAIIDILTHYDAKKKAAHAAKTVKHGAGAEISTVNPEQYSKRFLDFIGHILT
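ADP-Glo luminescence end-point read after a 60 min room-temperature kinase reaction of PI5P4Kalpha plus substrate, initiated with ATP at 5 microM final. Buffer: 0.038 M HEPES pH 7.4, EGTA, 0.1% CHAPS, 5% DMSO.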
EPAC1 antagonist: antagonists of human EPAC1. O95398. EPAC1 GEF assay, Rap1b-BODIPY-GDP exchange fluorescence. Potency, µM (doses to about 115 µM), without a hit: top-dose activity change, negative = inhibition, most hits filed as inhibitors. 0.14% of 360,000 active;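 also: potency is read from the fitted curve at half-maximal effect; plate controls were vehicle for no effect and positive control for full effect; nearly all actives have a fitted effect of over 50% in size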
GLP1R cytotox: cytotoxicity in counter-screen for GLP-1R inverse agonists; HEK293 cAMP-luciferase reporter cells, luminescence, 24 h; Potency, µM (highest dose often 38.3 µM), for the others: at the highest dose activity change, negative = inhibition, hits mostly inhibitors; 0.13% of 410,000 active;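 also: loss of luciferase light is scored as toxicity; potency is read from the fitted curve at half-maximal effect; % is scaled to controls: 0 for no effect and ±100 for the full control effect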
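To flag toxic compounds, the library was rerun on cells for 24 hr at 37 deg C and 5% CO2. Viability-linked luminescence was captured 12 min after adding luciferase detection reagent.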
EPAC1 agonist: agonists of human EPAC1 | 0.073% of 360,000 active | Potency, µM (series often up to 154 µM), for the others: at the highest dose activation, usual class: activators | EPAC1 agonist qHTS, biochemical assay; response scale: 100% = response to 6.5 mM cAMP | O95398 | AID 720707; also: potency is read from the fitted curve at half-maximal effect; nearly all actives have a fitted effect of over 60% in size
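Multi-concentration qHTS readout: loss of Rap1B-bound BODIPY-GDP fluorescence driven by 100 nM EPAC1 with excess GDP (50 uM), monitored kinetically at room temperature; agonist response expressed relative to 6.5 mM cAMP.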
IL2 activator: activates IL-2 in a cell-based reporter assay; IL-2 activation reporter assay, cell-based qHTS; stimulated with anti-CD3/CD4/CD28 beads; in transgenic mouse T cells; activation, % (series mostly up to about 46 µM); 0.065% of 360,000 active; in the data active = activation above about 50%; inconclusive = mostly about 30% to 49%; also: 0% is about no effect
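Unstimulated transgenic mouse T cells; 60-min compound exposure; bead-based TCR/CD4/CD28 stimulation; 18 h culture, 37 degrees C; dual fluorescence (EGFP, DsRed) plate cytometry.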
Numbers without * were called inactive; i = inactive; ? = inconclusive; nt = not tested or not shown; [ ] = another dose, or the depositor's remark. Unless noted, calls follow the shape of the dose curve; as a rule, active = well fitted curve in the direction sought with a large enough effect; inconclusive = small, poorly fitted or top-dose-only effect, or another doubt; inactive = no such curve, though single readings can be large; an effect the other way counts as inactive or inconclusive.

The opening two records, ahead of the listing:
item	SMILES	GLP1R ag	PLK1 PBD block	IL2 activator	PI5P4K alpha inh	EPAC1 agonist	GLP1R inv ag	EPAC1 antagonist	PTHR1 ag	GLP1R cytotox
1	Cc1cccc(N(C(=O)c2csnn2)C(C(=O)NC(C)(C)C)c2cccnc2)c1 (stereo not drawn)	6%	1%	-1.0	7	8%	53%[activator]	5%	i	-6%
2	CC(C)/C(C=O)=C(/NC1CCCCC1)c1ccccc1	-10%	-7%	1.1	0	-4%	?	-23%	-19%	-12%

This part in full, repeating the preview:
item	SMILES	GLP1R ag	PLK1 PBD block	IL2 activator	PI5P4K alpha inh	EPAC1 agonist	GLP1R inv ag	EPAC1 antagonist	PTHR1 ag	GLP1R cytotox
1	Cc1cccc(N(C(=O)c2csnn2)C(C(=O)NC(C)(C)C)c2cccnc2)c1 (stereo not drawn)	6%	1%	-1.0	7	8%	53%[activator]	5%	i	-6%
2	CC(C)/C(C=O)=C(/NC1CCCCC1)c1ccccc1	-10%	-7%	1.1	0	-4%	?	-23%	-19%	-12%
3	COc1ccc(N2C(=O)CC(N3CCN(C4CCc5ccccc5C4)CC3)C2=O)cc1 (stereo not drawn)	0%	1%	-0.8	nt	6%	0%	-2%	?	12%
4	Cc1ccc(NC2=C(Cl)C(=O)N(C3CCCCC3)C2=O)cc1	-6%	-10%	1.8	2	6%	4%	13%	-20%	-2%
5	O=C(COC(=O)c1c(F)cccc1Cl)NC1CCCC1	26%	-7%	-4.4	1	9%	1%	3%	-5%	11%
6	Cc1cccc(N(C(=O)c2sc(C)nc2C)C(C(=O)NCC2CCCO2)c2ccccc2)c1 (stereo not drawn)	-2%	-12%	-4.1	-3	1%	5%	-3%	i	13%
7	Cc1ccc(/C=N/N=C/c2ccc(C)s2)s1	0%	-8%	-1.2	21	11%	-20%	-9%	-43%[inhibitor]	-3%
8	CCOc1cc(N2CCOCC2)c(OCC)cc1NC(=O)c1c(C)noc1C	6%	1%	-3.8	7	-2%	7%	14%	-27%	10%
9	COc1ccccc1C(=O)NCC(=O)N1CCN(S(=O)(=O)c2ccccc2C(F)(F)F)CC1	-2%	4%	0.4	3	-11%	0%	5%	-26%	-8%
10	O=C(O)Cc1ccc(NC(=O)c2ccc3c(c2)C(=O)N(Cc2ccccc2)C3=O)cc1	-3%	-8%	0.1	1	6%	3%	-2%	i	-12%
11	O=[N+]([O-])c1ccc(Cl)c(-c2ccc(/C=N/n3cnnc3)o2)c1	9%	-29%	0.6	-1	0%	4%	-17%	i	-15%
12	c1ccc(-c2csc(NNC3=NCCCCC3)n2)cc1	-6%	24µM*	-0.4	5	-3%	?	21%	-7%	?
13	Cc1ccc([N+](=O)[O-])cc1S(=O)(=O)NCCc1c(C)[nH]c2c(C)cccc12	-1%	-8%	-1.9	8	-5%	-28%	-2%	i	-1%
14	O=C(N/N=C/c1ccccc1)c1cc[n+]([O-])cc1	11%	-4%	1.0	3	16%	31%[activator]	1%	i	6%
15	COC(C[C@@H](O)C[C@@H](O)COCc1ccccc1)OC	-4%	-3%	0.1	1	-12%	17%	11%	12%	7%
16	Cc1cccnc1NC(=S)NC(=O)c1oc2ccccc2c1C	9%	0%	-0.5	5	0%	4.5µM*	-16%	-30%	?
17	Cc1ccc(C)c(NC(=O)CN(C)C(=O)C2CCN(S(=O)(=O)c3ccc4c(c3)OCCO4)CC2)c1	-3%	-3%	-2.5	-2	1%	16%	10%	-2%	14%
18	Nc1c(C(=O)NCCN2CCOCC2)c2nc3ccccc3nc2n1-c1ccccc1	9%	-1%	-0.3	nt	-1%	-4%	7%	-4%[57.5 µM]	nt
19	C=CCNC(=S)NCc1ccc(CNC(=S)NCC=C)cc1	1%	-13%	0.1	0	4%	2%	?	i	-3%
20	CCCn1nc(C(=O)NC2CCCc3ccccc32)c2ccccc2c1=O (stereo not drawn)	24%	0%	-4.6	5	12%	?	-11%	-36%	9%
21	CCOc1ccc2nc(Cl)sc2c1	0%	-26%	2.0	-9	15%	20%	-2%	i	-2%
22	Cc1ccc2oc(=O)c3cnn(CC(=O)N4CCCCC4C)c3c2c1 (stereo not drawn)	6%	1%	-1.1	1	4%	6%	-2%	-23%	-1%
23	O=C(NCC(O)c1nc2ccccc2[nH]1)c1ccc(Br)cc1 (stereo not drawn)	-6%	-3%	-0.2	3	-8%	17%	-2%	-16%	-11%
24	O=C(C(=O)N1CCN(c2ccccc2)CC1)c1ccncc1	nt	-3%	-0.2	7	6%	10%	-3%	-22%	-4%
25	Cc1ccc(NC(=O)c2ccc3nsnc3c2)c(C)c1	3%	0%	1.7	7	0%	11%	-5%	-16%	5%
26	O=c1[nH]c(CS(=O)(=O)c2ccccc2)nc2ccccc12	9%	-5%	1.2	-17	14%	-1%	5%	i	42%[activator]
27	COc1ccc(CC(=O)NCC(=O)NC(Cc2ccccc2)C(=O)O)cc1 (stereo not drawn)	0%	-5%	-2.3	-65*	-1%	10%	7%	5%	-9%
28	CC(=O)C1=C(O)C(=O)N(CCc2c[nH]c3ccccc23)C1c1ccccc1 (stereo not drawn)	-7%	-24%	-0.3	-5	-1%	8%	-2%	-8%	-3%
29	CCOc1ccc(C2CC(c3cccc(C)c3)n3nc(N)nc3N2)cc1 (stereo not drawn)	10%	0%	-1.7	1	-11%	7%	-8%	-3%	-5%
30	CN(c1ccccc1)S(=O)(=O)c1cccc(C(=O)N2CCN(c3ccccn3)CC2)c1	-7%	-5%	6.5	-8	12%	-19%	6%	0%[57.5 µM]	-13%
31	O=C(Nc1ccc2c(c1)OCO2)c1c(F)c(F)c(F)c(F)c1F	-8%	0%	-1.1	nt	-1%	12%	-4%	9%[57.5 µM]	0%
32	Cc1ccc(S(=O)(=O)N2C[C@@H](C)[C@]3(C2)[C@H](O)[C@H](OC(=O)NCc2ccco2)C[C@H]2C(=O)N(c4ccccc4)C(=O)[C@H]23)cc1	-2%	6%	-1.1	0	3%	11%	7%	-17%	6%
33	O=C(O)CCC(=O)Nc1cccc2cccnc12	-2%	-7%	2.4	12	-4%	2%	-3%	i	-7%
34	O=C(NC1CCCCCC1)C(=S)N1CCCC1	-1%	-7%	-1.7	-7	5%	4%	12%	i	5%
35	CCN(c1ccccc1)S(=O)(=O)c1ccc(C(=O)N(C)CCc2ccc(OC)c(OC)c2)cc1	22%	7%	0.1	8	-13%	-25%	-11%	-10%	0%
36	Cc1nn(Cc2ccc(Cl)cc2)c(Cl)c1/C=N/NC(=O)CNc1ccccc1F	4%	-2%	-0.6	1	-10%	?	1%	-17%	-24%
37	Cc1ccc2c(c1)C(=O)CCCCC(=O)N2	-1%	-10%	2.1	-3	4%	13%	-17%	i	-1%
38	O=C1CCC/C(=N\NC(=O)c2ccc(NS(=O)(=O)c3ccc(Br)cc3)cc2)C1	-31%	-5%	0.0	-22	0%	-1%	13%	-38%	-1%
39	Oc1c(N=NC(=S)Nc2ccccc2F)c2ccccc2n1Cc1cccc(Cl)c1	-4%	-2%	-1.2	-2	11%	-47%	-12%	0%	?
40	CCc1nnc(NC(=O)c2cccc(S(=O)(=O)N3CCCC3)c2)s1	4%	-15%	0.1	-18	-2%	17%	15%	i	-2%
41	O=C(Nc1ccc([N+](=O)[O-])c(NC(=O)c2cccnc2)c1)c1cccnc1	5%	-6%	-0.5	1	6%	12%	3%	i	5%
42	S=C(NCc1ccc2[nH]c3c(c2c1)CCCC3)Nc1ccccc1Cl	19%	-1%	-3.0	0	-2%	?	5%	-23%	4%
43	O=C(CSc1nnc2c(n1)[nH]c1ccc(S(=O)(=O)N3CCOCC3)cc12)Nc1ccc(F)c(F)c1	15%	-5%	-2.4	0	-16%	13%	2%	-5%	-19%
44	CCOC(=O)N1CCC(Nc2c(NCCCN(C)Cc3ccccc3)c(=O)c2=O)CC1	1%	3%	-2.5	-1	-1%	2%	11%	i	3%
45	Cc1ccc(C(=O)NCc2ccc3c(c2)OCO3)cc1Cl	0%	-7%	1.4	2	17%	?	-17%	i	2%
46	O=C(COc1cccc2cccnc12)Nc1ccccc1N1CCOCC1	15%	-13%	2.1	0	5%	17%	12%	-10%	-10%
47	CC(C)C(OC(=O)CCC(=O)Nc1nccs1)C(=O)NC1CCCCC1 (stereo not drawn)	5%	-8%	-0.5	6	7%	-3%	5%	i	-4%
48	Cc1ccc(NC(=O)CCn2c(=O)[nH]c3ccsc3c2=O)cc1C	15%	-2%	0.8	-11	4%	31%[activator]	-2%	-13%	1%
49	COCCn1c(SCC(=O)Nc2ccc(OC)cc2)nnc1-c1ccoc1C	2%	1%	0.8	0	-3%	2%	5%	-3%	13%
50	CCc1ccccc1NC(=O)c1ccccc1Sc1ccc([N+](=O)[O-])cc1Cl	-2%	-10%	0.0	3	5%	-14%	1%	16%	3%
51	Cc1cc(C)n(-c2nc(NC(C)(C)C)nc(NC(C)(C)C)n2)n1	-1%	-5%	3.3	-1	1%	?	-12%	i	?
52	CC(=O)Nc1sc(C)c(C)c1C(=O)OCC(=O)N(Cc1ccccc1)C(C)C	-9%	-3%	-0.9	3	-11%	16%	34%[activator]	-37%[inhibitor]	5%
53	CCCc1nc2ccc(Br)cn2c1Cc1cccc(Cl)c1	11%	-6%	-0.5	2	8%	-2%	-11%	-37%[inhibitor]	-8%
54	Cc1nn(-c2ccccc2)c2c1P(=O)(O)/C(=C1\N(C)c3ccccc3C1(C)C)C=N2	-3%	4%	-1.8	nt	-2%	-2%	-17%	i	4%
55	Cc1c(C(=O)NCC2CCCO2)oc2ccc(S(=O)(=O)N3CCCC3)cc12 (stereo not drawn)	-1%	0%	-0.3	0	2%	-24%	6%	i	-13%
56	COc1ccc(/C(N)=N/OC(=O)CC2CCCCC2)cc1	1%	6%	-0.2	17	2%	3%	-5%	-13%	11%

A portion of the library; count on the stated rates, not on these rows.
